rCAG binder: binders of r(CAG) RNA repeats, primary screen, biochemical, fluorescence; r(CAG) RNA repeat, TO-PRO-1 dye displacement fluorescence; inhibition, % at 3 µM; hit rate 1.3% among 370,000; AID 651821, 2012;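 active = inhibition above the plate cutoff, the mean of all test compounds on that plate plus 3 SD, cut at about 35% in these data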;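 also: 0% = DMSO alone and 100% = 100 µM mitoxantrone as full dye displacement; higher means more dye released from RNA so lower well fluorescence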
LEDGF integ inh: blockers of LEDGF/p75-dependent integrase strand transfer – biochemical, TR-FRET, high throughput, primary screen. HIV-1 integrase (with human LEDGF/p75). TR-FRET IN-LEDGF/p75 DNA integration, Eu/Cy5. inhibition, % at 3.7 µM. hit rate 0.64% among 370,000;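 active = inhibition above the screen-wide mean plus 3 SD, cut at about 13% in these data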;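 also: signal is the Cy5 over europium emission ratio at 671 and 618 nm; 0% = plate median of compound wells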
SIAE inh: human SIAE inhibitors, primary screen, biochemical, fluorescence polarization, FP-Rh probe, 1536-well HTS; Sialate O-acetylesterase (Homo sapiens), Q9HAT2; SIAE FP-Rh probe binding; inhibition, % at 9.66 µM; hit rate 0.69% among 370,000; AID 1053197, 2014;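 active = inhibition above a cutoff: mean of compounds within the control limits plus 3 SD of those, cut at about 17% in these data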;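 also: 0% = plate median of compound wells and 100% = probe without SIAE protein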
PRMT1 FP inh: PRMT1 methyltransferase inhibitors, primary screen, biochemical, fluorescence polarization; hit rate 1.3% among 370,000; recombinant PRMT1, activity-based probe fluorescence polarization; Protein arginine N-methyltransferase 1 (Homo sapiens), Q99873; AID 652257, 2013; inhibition, % at 2.79 µM;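 active = inhibition above about 21% made by adding two undisclosed values, limit read from the data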
Target sequence (Q99873 whole entry, looked up): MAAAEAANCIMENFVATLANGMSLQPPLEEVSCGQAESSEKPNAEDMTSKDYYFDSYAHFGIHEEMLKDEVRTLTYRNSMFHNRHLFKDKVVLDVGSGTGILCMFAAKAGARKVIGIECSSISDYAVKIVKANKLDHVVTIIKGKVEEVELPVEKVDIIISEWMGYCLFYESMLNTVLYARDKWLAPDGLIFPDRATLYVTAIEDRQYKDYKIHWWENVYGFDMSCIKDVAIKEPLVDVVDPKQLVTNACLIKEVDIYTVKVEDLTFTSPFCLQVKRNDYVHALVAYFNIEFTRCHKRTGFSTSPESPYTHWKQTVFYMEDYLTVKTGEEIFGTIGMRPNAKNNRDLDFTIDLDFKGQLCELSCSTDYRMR
PG9 binder: binders of HIV-1 gp120 antibody PG9, primary screen, biochemical, TR-FRET; HIV-1 gp120 / PG9 antibody interaction; TR-FRET gp120-PG9 antibody binding; inhibition, % at 6.7 µM; hit rate 0.43% among 360,000; in the data active = inhibition above about 8.5%
HTRA1 inhibitor: HTRA1 serine protease inhibitors, primary screen, biochemical, fluorescence polarization, HTS; Q92743; recombinant HTRA1, FP-rhodamine activity-based probe; inhibition, % at 5.96 µM; hit rate 0.5% among 340,000; AID 504803, 2011; in the data active = inhibition above about 36%;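 also: 0% = enzyme with DMSO and 100% = wells lacking enzyme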
mABHD4 FP: ABHD4 inhibitors, primary screen, biochemical, fluorescence polarization, mouse; hit rate 0.54% among 370,000; inhibition, % at 8.92 µM; purified mABHD4, FP-Rh probe fluorescence polarization; AID 720543, 2013; (Lyso)-N-acylphosphatidylethanolamine lipase (Mus musculus), Q8VD66;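 active = inhibition exceeding the mean over every tested compound plus 3 SD, cut at about 30% in these data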;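 also: 0% = plate median of compound wells and 100% = S159A mutant with DMSO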
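Assay system: mouse ABHD4 enzyme, wild type / Also added: fluorescent activity-based probe FP-Rh / Doses: single nominal dose of 8.92 µM, 0.89% DMSO final / Timing: 45 min compound pre-incubation plus 60 min probe step, 25 °C / Signal: FP readout, ex 525 nm / em 598 nm / Control set: S159A mutant/DMSO as 100%, compound-well median as 0%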
TDP2 inh: human TDP2 enzyme inhibitors, primary screen, biochemical, epi absorbance, recombinant enzyme | Tyrosyl-DNA phosphodiesterase 2 (Homo sapiens), O95551 | T5PNP hydrolysis, p-nitrophenol absorbance 415 nm | inhibition, % at 12.8 µM | hit rate 0.34% among 370,000;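 active = inhibition above the mean of all tested compounds plus 3 SD, set per campaign, cut at about 25% in these data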;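 also: 0% = DMSO with enzyme and 100% = buffer with substrate but no TDP2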
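System – recombinant human TDP2 · Quantity – TDP2 enzyme at 120 nM final · Doses – single concentration, 12.8 µM nominal, with 1% DMSO · Incubation – 2 h at 37 °C · Measured by – epi absorbance of p-nitrophenol freed from T5PNP by hydrolysis · Read-out – % inhibition relative to enzyme-containing and enzyme-free wells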
Rev-erbA mod: modulators of Rev-erb alpha DNA binding, primary screen, biochemical, FITC-DNA, fluorescence polarization, uHTS. Nuclear receptor subfamily 1 group D member 1 (Homo sapiens), P20393. Rev-erbα–FITC-DNA binding, 90 min. hit rate 0.79% among 370,000. activity, % at 10 µM;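 active = activity above about 14%, limit read from the data; passing the limit was not always enough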;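 also: 0% = DMSO wells with 35 nM protein and 100% = DMSO wells with 750 nM protein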
Target sequence (P20393 whole entry, looked up): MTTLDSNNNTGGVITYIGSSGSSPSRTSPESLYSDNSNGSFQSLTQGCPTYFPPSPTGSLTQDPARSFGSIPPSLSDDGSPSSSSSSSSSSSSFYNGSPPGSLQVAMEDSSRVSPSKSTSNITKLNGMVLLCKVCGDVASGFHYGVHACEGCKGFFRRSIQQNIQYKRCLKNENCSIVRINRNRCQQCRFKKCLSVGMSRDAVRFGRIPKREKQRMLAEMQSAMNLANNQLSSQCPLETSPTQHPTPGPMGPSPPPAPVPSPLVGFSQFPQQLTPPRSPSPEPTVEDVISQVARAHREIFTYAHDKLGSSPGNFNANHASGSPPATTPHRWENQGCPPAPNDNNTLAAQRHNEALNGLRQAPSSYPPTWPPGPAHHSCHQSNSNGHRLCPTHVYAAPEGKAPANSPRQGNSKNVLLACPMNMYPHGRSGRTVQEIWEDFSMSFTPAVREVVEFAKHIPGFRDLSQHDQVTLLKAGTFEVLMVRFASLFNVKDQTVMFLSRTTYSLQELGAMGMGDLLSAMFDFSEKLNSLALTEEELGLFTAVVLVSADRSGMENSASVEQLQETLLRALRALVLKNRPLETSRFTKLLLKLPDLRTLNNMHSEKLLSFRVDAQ
TCR CD3 inh: inhibitors of human TCR-CD3 interaction, primary screen, biochemical, fluorescence, TAMRA-labeled TCR probe | T-cell receptor (TCR) | inhibition, % at 9.4 µM | hit rate 0.37% among 360,000 | AID 651800, 2012; in the data active = inhibition above about 19%;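 also: recombinant mutant TCR 2C K166C tagged with TAMRA read by polarization; 0% = receptor in buffer alone and 100% = receptor with positive control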
An asterisk follows results filed as active; nt = not tested or not shown. The list is partial; the hit share may differ from the screen's.

Sequence of screens – rCAG binder	LEDGF integ inh	SIAE inh	PRMT1 FP inh	PG9 binder	HTRA1 inhibitor	mABHD4 FP	TDP2 inh	Rev-erbA mod	TCR CD3 inh
- Cc1cc(=O)oc2cc(OCC(=O)N3CC(=O)Nc4ccccc43)c(Cl)cc12
  0	4	0	-1	0.0	10	1	4	-2	4
- COC(=O)c1sccc1NC(=O)c1cc(OC)c(OC)c(OC)c1
  -1	0	-3	0	-1.5	5	-5	7	8	8
- O=C(Nc1cccc(C(=O)N2CCOCC2)c1)C1CC1
  1	3	0	1	1.0	0	5	0	-3	6
- O=C(COC(=O)C1(c2ccc(Cl)cc2)CCCC1)NC1CCS(=O)(=O)C1 (stereo not given)
  0	3	7	0	-2.1	8	-6	0	4	0
- OC[C@@H]1CN(Cc2ccc(F)cc2)C[C@H](n2cnc3c(NCc4ccco4)ncnc32)O1
  0	2	4	-1	-0.1	nt	-1	1	6	-3
- CCOC(=O)N1CCN(C(=O)C2CCN(c3nnc(-n4cccc4)s3)CC2)CC1
  4	0	2	-2	-2.5	-2	-3	-4	2	-7
- CCc1nc(N2CCN(C(C)=O)CC2)c(C#N)c2c1COC(C)(C)C2
  -9	0	-6	4	-1.6	6	-15	-2	2	2
- Cc1cc(NC(=O)Cc2cn(C)c3ccccc23)ccc1Oc1cccnc1
  5	-1	3	3	-0.6	nt	0	-3	5	-2
- CN1C=C/C(=C\c2cc[n+](C)c3ccccc23)c2ccccc21
  16	2	5	5	-14	-1	5	28*	5	3
- S=c1[nH]c(-c2ccccc2)cn1/N=C/c1ccc(Br)cc1
  4	2	-5	1	-2.2	-6	-4	-12	-2	-1
- O=C(NC(c1ccccc1)c1ccccc1)c1cccc(S(=O)(=O)NCc2ccccc2)c1
  4	-3	-29	0	0.2	-52	-33	4	2	-2
- COc1ccc(S(=O)(=O)N2CCC(C(=O)N[C@@H](C)C(=O)N3CCCCCC3)CC2)cc1
  -1	-7	-1	3	-0.4	1	-1	16	-3	6
- NC(=O)C1CCN(C(=O)Nc2csc3ccccc23)CC1
  -3	0	-1	-4	0.5	nt	3	-8	5	4
- Cn1c(-c2ccccc2)cccc1=O
  -2	-1	2	1	-0.9	-4	9	9	1	4
- N/C(Cn1cncn1)=N\OC(=O)c1ccc(Cl)cc1
  0	1	7	-4	-1.9	2	10	2	3	7
- COCCNC(=O)CCCC(=O)NCCOC
  -1	3	2	-3	-3.8	4	8	-5	0	10
- CCOC(=O)C(C(=O)OCC)C1OC(=O)c2cc3c(cc21)C(=O)OC3C(C(=O)OCC)C(=O)OCC (stereo not given)
  -4	0	-3	0	-0.7	4	0	11	-1	7
- CCN(CC)CCNS(=O)(=O)c1ccc(C(=O)NN)cc1
  -1	-3	6	-1	-3.4	5	-6	-4	-3	6
- CCNC(=O)N1c2ccc(OCC)cc2C(C)=CC1(C)C
  -1	7	3	10	-0.8	7	9	11	3	1
- CC(=O)c1cccc(NC(=O)CC(C)n2ccnc2)c1 (stereo not given)
  4	0	5	-1	-0.7	-2	-3	0	-4	-4
- CCNC(=O)C1(C)CCN(C(=O)c2ccc(C)c(F)c2)C1 (stereo not given)
  0	-2	6	3	-0.5	nt	5	-2	-1	-6
- CC(C)CSc1nc2ccccc2[nH]1
  0	-1	-1	-1	-1.2	-3	-1	-1	1	4
- COC(=O)c1ccc2nc(-c3ccc(C)cc3)c(Cc3ccsc3)n2c1
  15	4	0	1	0.4	nt	-9	1	3	5
- COc1cc(NC(=O)c2ccc(C)cc2)c(OC)cc1NC(=O)CN1CCOCC1
  2	-1	1	-2	1.6	-1	0	2	-3	2
- COc1cc(NS(=O)(=O)c2ccc(NC(=S)NC(=O)c3ccc(F)cc3)cc2)nc(OC)n1
  24	-1	-8	3	-1.3	-12	-3	10	10	1
- CCS(=O)(=O)c1nc(S(=O)(=O)c2ccc(C)cc2)c(NCCCN2CCCC2=O)s1
  -2	2	1	-4	-0.2	-3	1	20	-8	-1
- O=C(O)c1cn(C2CC2)c2cc(N3CCN(S(=O)(=O)c4ccc5c(c4)OCCO5)CC3)c(F)cc2c1=O
  0	-1	-3	2	-0.3	4	6	9	-4	-2
- COc1ccc(C2CC(C)(c3ccc(OC)cc3OC)Nc3ccccc3N2)c(OC)c1 (stereo not given)
  1	6	2	2	-1.7	0	1	0	2	3
- CC(=O)N1CCC(Nc2ccc(C)cc2)CC1
  0	-1	-2	1	-1.0	-3	4	-2	-4	3
- CN(c1ccccc1)S(=O)(=O)c1ccc(NC(=O)CC(=O)c2ccccc2)cc1
  18	-2	-69	0	0.6	-20	32*	4	3	56*

Structural class: those above containing fluorine.
Sequence of screens – rCAG binder	LEDGF integ inh	SIAE inh	PRMT1 FP inh	PG9 binder	HTRA1 inhibitor	mABHD4 FP	TDP2 inh	Rev-erbA mod	TCR CD3 inh
- OC[C@@H]1CN(Cc2ccc(F)cc2)C[C@H](n2cnc3c(NCc4ccco4)ncnc32)O1
  0	2	4	-1	-0.1	nt	-1	1	6	-3
- CCNC(=O)C1(C)CCN(C(=O)c2ccc(C)c(F)c2)C1 (stereo not given)
  0	-2	6	3	-0.5	nt	5	-2	-1	-6
- COc1cc(NS(=O)(=O)c2ccc(NC(=S)NC(=O)c3ccc(F)cc3)cc2)nc(OC)n1
  24	-1	-8	3	-1.3	-12	-3	10	10	1
- O=C(O)c1cn(C2CC2)c2cc(N3CCN(S(=O)(=O)c4ccc5c(c4)OCCO5)CC3)c(F)cc2c1=O
  0	-1	-3	2	-0.3	4	6	9	-4	-2

Some of the entries above, reformatted.
smiles,rCAG binder,LEDGF integ inh,SIAE inh,PRMT1 FP inh,PG9 binder,HTRA1 inhibitor,mABHD4 FP,TDP2 inh,Rev-erbA mod,TCR CD3 inh
O=C(NC(c1ccccc1)c1ccccc1)c1cccc(S(=O)(=O)NCc2ccccc2)c1,4,-3,-29,0,0.2,-52,-33,4,2,-2
CCOC(=O)N1CCN(C(=O)C2CCN(c3nnc(-n4cccc4)s3)CC2)CC1,4,0,2,-2,-2.5,-2,-3,-4,2,-7
CCNC(=O)C1(C)CCN(C(=O)c2ccc(C)c(F)c2)C1 (stereo not given),0,-2,6,3,-0.5,nt,5,-2,-1,-6

By substructure, the entries above containing a thiophene ring, fused or not.
Sequence of screens – rCAG binder	LEDGF integ inh	SIAE inh	PRMT1 FP inh	PG9 binder	HTRA1 inhibitor	mABHD4 FP	TDP2 inh	Rev-erbA mod	TCR CD3 inh
- COC(=O)c1sccc1NC(=O)c1cc(OC)c(OC)c(OC)c1
  -1	0	-3	0	-1.5	5	-5	7	8	8
- NC(=O)C1CCN(C(=O)Nc2csc3ccccc23)CC1
  -3	0	-1	-4	0.5	nt	3	-8	5	4
- COC(=O)c1ccc2nc(-c3ccc(C)cc3)c(Cc3ccsc3)n2c1
  15	4	0	1	0.4	nt	-9	1	3	5

Next entries:
Sequence of screens – rCAG binder	LEDGF integ inh	SIAE inh	PRMT1 FP inh	PG9 binder	HTRA1 inhibitor	mABHD4 FP	TDP2 inh	Rev-erbA mod	TCR CD3 inh
- CN(CC(=O)Oc1ccc(-c2nnco2)cc1)S(=O)(=O)c1ccc(F)cc1
  0	0	5	0	0.4	-1	6	-1	2	4
- O=C1NC[C@H](CCCCN2CCN(CCc3ccc(O)cc3)C(=O)C2=O)N(CCC2CCCCC2)C1=O
  1	1	4	-3	-0.5	nt	1	0	-3	-1
- O=C(CSCC(=O)OCn1nnc2ccccc2c1=O)Nc1ccc(Cl)cc1
  4	2	-4	14	0.8	-8	-4	-16	2	-5
- COC(=O)c1ccc(Cn2c(C)c(C(=O)NCc3ccco3)sc2=O)o1
  10	0	-3	6	0.8	nt	4	-7	0	-6
- Cc1ccc(S(=O)(=O)N2CCC(C(=O)NC3CC(C)(C)NC(C)(C)C3)CC2)cc1
  1	-3	-3	0	-1.9	6	-1	-7	12	7
- C/C(CCC(C)C)=N\NC(=S)NCc1ccccc1
  0	5	-1	-1	-1.6	-16	-8	-15	-4	-6
- CC(C=NN=C1C(=O)Nc2ccccc21)=Cc1ccccc1
  8	0	-3	5	-2.4	nt	-2	-14	-3	8
- CCN1CCN(C(=O)CCc2nnc(CCc3ccccc3OC)o2)[C@@H](C)C1=O
  -6	0	0	-1	-1.0	-1	4	2	1	3
- COc1ccc(CCNC(=S)NC(=O)c2c(-c3ccccc3Cl)noc2C)cc1OC
  -4	2	-2	-5	-0.1	nt	-10	10	1	5
- COc1ccc(C2NC(=O)NC(O)(C(F)(F)F)C2C(=O)c2ccc(C)cc2)cc1 (stereo not given)
  -3	0	1	-4	-0.5	-2	4	11	-6	0
- Cc1ccccc1NC(=O)CSc1nc(=O)n(CCN2CCOCC2)c2c1CCCC2
  0	0	-4	-2	-2.6	-3	0	-2	1	5
- Cc1cc(Cl)ccc1N(CC(=O)NCc1ccccc1)S(C)(=O)=O
  -2	1	-3	4	1.7	2	-12	-9	2	-10
- CN(C)N=Nc1nc2c([nH]1)c(=O)n(C)c(=O)n2C
  2	0	8	2	-3.0	1	3	11	3	-6
- CC(C#Cc1ccc2c(c1)COc1c3ccccc3nn1-2)OC(C)(C)C (stereo not given)
  -1	1	2	-2	-0.9	-6	-6	5	2	5
- COc1ccc(S(=O)(=O)N2CCOCC2)cc1NC(=O)c1cccc(Cl)c1
  0	-1	-1	-1	-1.6	-3	-3	-6	4	0
- CCCCn1nnc(NC(=O)c2cc3ccccc3o2)n1
  -1	-5	5	-3	-1.6	1	-7	5	1	-11
- COc1cccc(NC(=S)/C(=C(\[O-])c2ccc(C)c([N+](=O)[O-])c2)[n+]2ccccc2)c1
  3	2	14	2	-0.8	-10	11	7	5	-2
- COC(=O)C(C)Oc1ccc2c(c1)O/C(=C\c1ccco1)C2=O (stereo not given)
  24	1	-3	15	-4.4	-8	15	-14	-4	-7
- NC(=S)N/N=C/c1coc2c(ccc3ccccc32)c1=O
  5	1	-3	-2	-3.0	-7	3	-2	-25	8
- Cc1ccc(-c2ccnc3c(Cl)c(C)nn23)cc1
  -4	2	3	-2	0.8	-5	3	-7	3	1
- O=C(O)c1c2c(nc3ccccc13)/C(=C/c1cccc([N+](=O)[O-])c1)CCC2
  17	8	1	-1	-2.5	1	7	-18	-4	-7
- O=C1c2ccccc2C(=O)N1C1(C(=O)NC2(C(=O)O)CCCC2)CCCC1
  -1	0	-1	-7	-0.8	4	-6	6	3	3
- CN(C)c1ccc(C=c2c3ccccc3n3c2cc(-c2ccc(Cl)cc2)[n+]3C)cc1
  24	4	-95	7	-4.7	16	-142	12	16	-44
